# PTAP TSG101 blk: blocks PTAP/TSG101 interaction to inhibit HIV-1 budding. Potency, µM (doses to about 115 µM), for inactives: at the top dose activity change, negative = inhibition, hits mostly inhibitors. Fluorescence polarization, FITC-PTAP peptide / Tsg101 binding. 340,000 tested, under 10 active; active = well fitted inhibition curve with a large enough effect in the main read-out, with a control signal flat, not every such curve was filed as active; inconclusive = small, poorly fitted or top-dose-only effect, or effect the other way, or a change in a side signal; inactive = no such curve, though single readings can be large or run the other way; note: potency is the fitted concentration of half-maximal effect; % of control where 0% means no effect
#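 Steps: Tsg101 binding domain dispensed (10 uM final), compounds pinned in DMSO, FITC-labeled PTAP-motif peptide added (50 nM final); after 20 min binding at room temperature, polarization measured.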
# B2AR arrestin: recruits beta-arrestin to the human beta2-adrenergic receptor. Potency, µM (titrated, usually from 46.1 µM), inactives show at the highest dose activation, usual class: activators. 330,000 tested, 0.02% active. beta-arrestin recruitment to beta2AR, cell-based reporter. P07550;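 note: potency is the fitted concentration of half-maximal effect; 0% = DMSO controls and full agonism = EC100 isoproterenol or metaproterenol; nearly all actives have a fitted effect of over 65% in size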
# Target sequence (P07550 whole entry, looked up): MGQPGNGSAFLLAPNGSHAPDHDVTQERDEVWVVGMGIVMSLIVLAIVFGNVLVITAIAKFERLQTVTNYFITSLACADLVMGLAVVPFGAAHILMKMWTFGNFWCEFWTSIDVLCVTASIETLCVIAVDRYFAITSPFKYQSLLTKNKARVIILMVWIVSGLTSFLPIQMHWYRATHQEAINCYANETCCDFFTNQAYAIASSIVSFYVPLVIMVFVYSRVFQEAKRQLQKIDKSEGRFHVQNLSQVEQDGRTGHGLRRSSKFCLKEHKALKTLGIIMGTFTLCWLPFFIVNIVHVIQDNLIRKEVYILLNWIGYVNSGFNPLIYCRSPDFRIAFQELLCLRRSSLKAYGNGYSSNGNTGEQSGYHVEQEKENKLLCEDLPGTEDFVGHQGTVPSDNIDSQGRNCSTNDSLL
# Eya2 phos inh: inhibitors of human Eya2 phosphatase activity; 330,000 tested, 0.006% active; Potency, µM (titrated, usually from 76.9 µM), for the others: at the highest dose activity, negative = inhibition, usual class: inhibitors; AID 488837; O00167; recombinant Eya2, OMFP fluorescence dephosphorylation (OMFP is methylfluorescein phosphate); note: potency is the fitted concentration of half-maximal effect; % is set by controls: 0 for no effect and ±100 for the full control effect
#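 Eya2 (0.2 uM) preincubated 10 min at ambient with compound, then OMFP substrate added at 50 uM; 10 min reaction in 50 mM HEPES pH 7.5, 50 mM NaCl, 5 uM MgCl2, 0.05% BSA, 1 mM DTT. Fluorescence read at Ex 485/Em 525 nm.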
# uPA generation: inhibitors of cell surface uPA generation; cell surface uPA generation assay, qHTS; Potency, µM (top dose mostly 38.3 µM), for inactives: top-dose activity change, negative = inhibition, hits mostly inhibitors; 330,000 tested, 0.31% active; AID 540303; active = well fitted inhibition curve with a large enough effect; inconclusive = small, poorly fitted or top-dose-only effect; inactive = no such curve, though single readings can be large or run the other way; tested in mouse RAW 264.7 cells; note: potency is the fitted concentration of half-maximal effect; % is set by controls: 0 for no effect and ±100 for the full control effect; nearly all actives have a fitted effect of over 55% in size
# p53 reactivation: re-activators of mutant p53; H1299 p53-A138V BP100-luciferase reporter, luminescence, 24 h; AID 504706; 320,000 tested, 0.063% active; Potency, µM (doses to about 92.2 µM), without a hit: at the highest dose activity change, positive = activation, usual class: activators; note: potency is the fitted concentration of half-maximal effect; % of control where 0% means no effect; nearly all actives have a fitted effect of over 45% in size
#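 p53-null H1299 cells stably carrying temperature-sensitive p53-A138V and a BP100-luciferase reporter were pinned with compounds (4-point, 1:5 series) and held 24 hrs at 37 deg C. Luminescence was read 10 min after detection reagent.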
# USP2a inh: inhibitors of human ubiquitin-specific protease USP2a. O75604. USP2 core, Ub-CHOP2 coupled fluorogenic reporter, 485/531. Potency, µM (highest dose often 38.3 µM), without a hit: at the highest dose activity change, negative = inhibition, most hits filed as inhibitors. 330,000 tested, 0.01% active. AID 463254;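 note: potency is the fitted concentration of half-maximal effect; plate controls were DMSO wells for no effect and full inhibition by NEM control for full effect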
#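 Deubiquitinase activity read as fluorescence (485/531 nm) after Ub-CHOP2 cleavage activates the enterokinase reporter on its substrate; USP2 core 10nM, Ub-CHOP2 and substrate 25nM each, 30min compound preincubation then 60min RT; data normalized to NEM, curves fitted.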
# TRPV1 agonist: activates the human vanilloid receptor TRPV1 | Q8NER1 | TRPV1-expressing cells, Fluo-8 calcium influx, agonist mode | activation, % at 8.33 µM | 320,000 tested, 0.19% active; in the data active = activation above about 80%; inconclusive = between about 30% and that limit; note: 0% is about no effect
#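 TRPV1-expressing cells were cultured overnight at 35.5C and loaded with Fluo-8 calcium dye for 40 to 90 min at room temperature. After a 10 s baseline, compound was added and calcium influx was read kinetically for 3 min (ex 480/em 520 nm).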
# BRCA1 expr up: increases BRCA1 expression. Potency, µM (highest dose often 46.1 µM), for the others: at the top dose activation, usual class: activators. 380,000 tested, 1.1% active. MCF7-BRCA1-FFLuc reporter, luminescence, 48 h; response scale: scaled: vehicle 0%, 10 µM genistein 100%. AID 624202; note: potency is the fitted concentration of half-maximal effect; nearly all actives have a fitted effect of over 80% in size; some results filed as inactive show a strong effect at the top dose
#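 MCF7 cells carrying a BRCA1-firefly luciferase reporter (2000 cells/well, phenol-red free MEM) were attached for 2 h at 37 °C, then given compounds for 48 h. Luminescence was read 15 min after luciferase reagent; activity normalized to genistein (10 microM) and DMSO.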
# ELG1 genotox: induces genotoxicity in HEK293T cells with luciferase-tagged ELG1 | Potency, µM (highest dose often 46 µM), for inactives: top-dose activity change, positive = activation, usual class: activators | 330,000 tested, 1.3% active | HEK293T ELG1-luciferase reporter, luminescence, 16 h | AID 504466; note: potency is the fitted concentration of half-maximal effect; % of control where 0% means no effect; nearly all actives have a fitted effect of over 60% in size
#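 Genotoxic stress is detected as increased luminescence from luciferase-tagged ELG1 in HEK293T cells, measured with ONE-Glo after a 16 hr treatment at 37 °C.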
# a7 integrin act: activates integrin-mediated alleviation for muscular dystrophy; alpha7betagal myoblasts, beta-gal FDG fluorescence, 48 h; Potency, µM (highest dose often 38.3 µM), for inactives: at the highest dose activation, actives largely listed as activators; 350,000 tested, 0.064% active;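 note: potency is the fitted concentration of half-maximal effect; 100% = response of the positive control SU9516; nearly all actives have a fitted effect of over 60% in size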
#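 alpha7betagal+/- myoblasts (passage 13, 250/well) treated 48 h at 37C with compounds at 1:260 dilution of DMSO stock. Lysed, then beta-galactosidase activity read as FDG fluorescence (ex 480/em 540) after 30 min, with pre-read for autofluorescence.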
# ASM inhibitor: inhibitors of human secretory acid sphingomyelinase | P17405 | placental ASM, HMU-PC fluorogenic substrate, 60 min | Potency, µM (highest dose often 57.5 µM), inactives show top-dose activity change, negative = inhibition, usual class: inhibitors | 340,000 tested, 0.006% active; note: potency is the fitted concentration of half-maximal effect
# Target sequence (P17405 47-631 limits assumed): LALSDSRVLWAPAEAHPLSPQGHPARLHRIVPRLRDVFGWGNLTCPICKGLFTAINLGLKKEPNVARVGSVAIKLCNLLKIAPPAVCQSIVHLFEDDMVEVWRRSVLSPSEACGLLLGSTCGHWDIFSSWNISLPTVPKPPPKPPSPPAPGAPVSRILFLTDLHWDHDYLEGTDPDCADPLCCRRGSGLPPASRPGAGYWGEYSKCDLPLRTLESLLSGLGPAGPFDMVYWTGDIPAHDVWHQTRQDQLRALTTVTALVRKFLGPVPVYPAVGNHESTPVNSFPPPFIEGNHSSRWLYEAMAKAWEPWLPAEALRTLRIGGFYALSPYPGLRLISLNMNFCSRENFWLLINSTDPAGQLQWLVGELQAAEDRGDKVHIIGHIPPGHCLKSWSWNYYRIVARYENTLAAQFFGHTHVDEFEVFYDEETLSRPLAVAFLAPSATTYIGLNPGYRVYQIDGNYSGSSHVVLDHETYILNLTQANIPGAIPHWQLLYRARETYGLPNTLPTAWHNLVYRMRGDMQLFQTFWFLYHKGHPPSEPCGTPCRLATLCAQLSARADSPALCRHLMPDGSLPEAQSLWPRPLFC
#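 Steps: dispense placental human ASM, pin compound, wait 10 min at room temperature, add HMU-PC0 substrate at 9 uM final, incubate 60 min at 37 °C, add stop solution raising pH to 10, read fluorescence.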
# * = called active by the depositor; u = inconclusive; x = no result given; [ ] = another dose, or the depositor's remark. Unless noted, calls come from the whole dose curve; as a rule, active = well fitted curve in the direction sought with a large enough effect; inconclusive = small, poorly fitted or top-dose-only effect, or another doubt; inactive = no such curve, though single readings can be large; an effect the other way counts as inactive or inconclusive.
Molecule	PTAP TSG101 blk	B2AR arrestin	Eya2 phos inh	uPA generation	p53 reactivation	USP2a inh	TRPV1 agonist	BRCA1 expr up	ELG1 genotox	a7 integrin act	ASM inhibitor
CC1=C(C(=O)Nc2ccc(Br)cc2)C(c2ccco2)NC(=O)N1 (stereo not given)	-9%	0.0%	3%	6%	-2%	4%	-2	-21%	-9%	3%	-2%
Cc1cccc(COC(=O)C(Cc2ccccc2)NC(N)=O)c1 (stereo not given)	-2%	-0.2%	2%	2%	-1%	-3%	-1	5%	-1%	-23%	0%
COc1ccc(NS(=O)(=O)c2c(C)[nH]c(C)c2C(=O)N2CCCCC2)cc1Cl	-1%	-0.1%	3%	1%	0%	0%	1	-22%	-1%[9.26 µM]	u	1%
COc1ccc(C2C(C#N)=C(N)Oc3c2ccc2cccnc32)cc1OC (stereo not given)	-4%	3.8%	0%	-18%	-7%	2%	1	-77%[inhibitor]	u	1%	-4%
CCc1nnc(NC(=O)CSc2nnc(-c3cc4ccccc4cc3O)n2CCOC)s1	-1%	-0.3%	23%	-2%	-3%	-1%	-3	-1%	-1%	-32%	8%
O=C(N1CCOCC1)N1CCc2ccccc21	-6%	-0.5%	0%	18%	x	0%	-5	1%	0%	13%	5%
O=C(Cc1ccccc1F)OCC(=O)N1CCN(C(=O)c2ccco2)CC1	-5%	0.1%	u	5%	3%	3%	4	9%	1%	-3%	4%
Cc1oc(-c2ccccc2Cl)nc1CS(=O)CC(=O)NCc1cccs1 (stereo not given)	-7%	-0.6%	-29%	4%	-4%	0%	x	-20%	-2%	8%	0%
COC(=O)c1cccc(NS(=O)(=O)c2ccc(NC(C)=O)cc2)c1C	-3%	-2.4%	-2%	0%	-9%	2%	-2	1%[1.84 µM]	-9%	-13%	1%
Cc1cc2nc(NCCCO)n(CC(=O)c3cc(C(C)(C)C)c(O)c(C(C)(C)C)c3)c2cc1C	0%	-2.0%	16%	5%	6%	0%	23	-8%	2%	13%	u
CC(=O)c1sc2c(c1OC(=O)c1ccc(Cl)cc1Cl)c(=O)n(-c1ccccc1)c(=S)n2-c1ccccc1	3%	0.4%	-8%	-4%	5%	-2%	-3	-77%	-14%	17%	-2%
COc1ccccc1C(=O)Nc1nnc(S(=O)(=O)N2CCC(C)CC2)s1	-8%	0.2%	7%	-1%	21%	-1%	17	1%	4%	0%	-8%
O=C(COc1ccc2ccc(=O)oc2c1)Nc1ccc(N2CCOCC2)cc1	-1%	0.1%	-5%	6%	7%	0%	-1	-3%	7%	-14%	212%[activator]
COc1ccc(C=C(C(C)=O)C(C)=O)cc1OC	-5%	-0.2%	-13%	-10%	5%	3%	1	-26%	10%	-18%	2%
COc1cccc(C(=O)NCc2n[nH]c(=S)n2-c2cccc(C)c2)c1	-1%	0.1%	-21%	0%	-7%	3%	3	4%	-1%	1%	-1%
C=CCn1c(SC(C)C(=O)NCc2ccc3c(c2)OCO3)nnc1C1CCCCC1 (stereo not given)	-4%	0.2%	-1%	-2%	-13%	-5%	-3	-9%	-10%	0%	4%
CNC(=O)CN(c1cc(OCCOC)c(Cl)cc1Cl)S(=O)(=O)c1ccc(OC)cc1	-1%	-0.1%	-20%	5%	1%	4%	5	8%	-2%	20%	2%
Cc1ccc(CNc2c(C=O)c(=O)[nH]c3ccccc23)cc1	-5%	-0.4%	-9%	1%	x	0%	u	0%	2%	23%	-4%
CCOc1ccc2nc(SCC(=O)NC(=O)C(C)C)sc2c1	0%	0.1%	-4%	1%	6%	2%	1	17%	7%	-15%	5%
CN(C(=O)COC(=O)c1ccc(Cl)nc1)C1CCS(=O)(=O)C1 (stereo not given)	-3%	0.0%	-6%	-3%	-1%	2%	-1	-19%	1%	19%	-3%
C[C@]12CCC3C(CC=C4C[C@@H](O)CC[C@@]43C)C1CCC2[C@]1(C)CCC(=O)O1 (stereo not given in full)	-1%	-1.1%	4%	1%	-4%	2%	4	-8%	5%	u	0%
CCS(=O)(=O)c1ccc(-c2cccc(NC(=O)c3ccco3)c2)nn1	-1%	0.3%	13%	16%	-1%	1%	2	-3%	-3%	-15%	-2%
COC(c1ccccc1)c1nc2ccccc2[nH]c1=O (stereo not given)	-1%	0.7%	-5%	-5%	-2%	-5%	0	-5%	4%	24%	98%[activator]
N#Cc1cccc(NC(=O)Cc2ccccc2)c1	-9%	-0.1%	5%	-1%	-3%	-1%	2	4%	2%	25%	1%
Cc1noc2c1C(c1ccc(N(C)C)cc1)C1=C(CC(C)(C)CC1=O)N2 (stereo not given)	x	0.3%	11%	-14%	0%	2%	12	1%	-7%	-28%	20%

# Looked up by compound from the list above:
Molecule	PTAP TSG101 blk	B2AR arrestin	Eya2 phos inh	uPA generation	p53 reactivation	USP2a inh	TRPV1 agonist	BRCA1 expr up	ELG1 genotox	a7 integrin act	ASM inhibitor
C=CCn1c(SC(C)C(=O)NCc2ccc3c(c2)OCO3)nnc1C1CCCCC1 (stereo not given)	-4%	0.2%	-1%	-2%	-13%	-5%	-3	-9%	-10%	0%	4%
Cc1cc2nc(NCCCO)n(CC(=O)c3cc(C(C)(C)C)c(O)c(C(C)(C)C)c3)c2cc1C	0%	-2.0%	16%	5%	6%	0%	23	-8%	2%	13%	u

# Remaining list, next part:
Molecule	PTAP TSG101 blk	B2AR arrestin	Eya2 phos inh	uPA generation	p53 reactivation	USP2a inh	TRPV1 agonist	BRCA1 expr up	ELG1 genotox	a7 integrin act	ASM inhibitor
O=C(Cc1c2ccccc2nc2ccccc12)c1ccccc1	-1%	-0.3%	10%	-9%	4%	1%	2	-2%	1%	16%	73%[activator]
CCc1ccc(NC(=O)NCc2cccnc2)cc1	-8%	0.0%	4%	1%	16%	0%	u	36%	u	-11%	1%
S=c1[nH]nc(-c2cc3ccccc3o2)n1Cc1ccccc1	-2%	-0.9%	6%	4%	20%	0%	-6	45%	1%	4%	37%[activator]
O=c1cc(CO)oc(C(Nc2cccc([N+](=O)[O-])c2)c2ccccn2)c1O (stereo not given)	-3%	-0.9%	0%	-1%	2%	2%	-2	4%	-1%	-24%	1%
Cc1cccc2cc(-c3nc4c(C)cccn4c3NCc3ccco3)c(=O)[nH]c12	-3%	-0.1%	-2%	6%	-6%	4%	u	15%	-3%	-13%	-8%
CCOC(=O)c1cccc(-c2ccc(C=O)o2)c1	-3%	-1.0%	5%	1%	u	-2%	-3	83%	10%	3%	3%
CCOC(=O)c1cnc(-n2nc(C)cc2C)nc1NNc1nc(C)cc(C)n1	-2%	-1.1%	1%	13%	-4%	-1%	2	-29%	-6%	-4%	3%
COc1cccc(N=C(N)N=C(N)N)c1	-9%	-0.5%	3%	9%	-3%	-2%	0	6%	-1%	4%	-10%
O=C(NCc1ccccc1Cl)c1ccc(S(=O)(=O)NCc2ccco2)cc1	0%	-0.2%	22%	-7%	5%	1%	3	-7%	-1%	0%	4%
Cc1ccc(S(=O)(=O)/N=S(/c2ccccc2)C(C)C)cc1 (stereo not given)	-2%	-0.4%	3%	-2%	3%	-3%	1	-2%	-4%	33%	1%
CCCCCN1CC(O)=C(c2ccccc2)C1=N	-5%	-0.2%	-21%	0%	-2%	2%	-8	2%	1%	18%	1%
O=C(Nc1nc(=O)c2ccccc2s1)c1ccccc1	-6%	-1.0%	-2%	-9%	u	0%	13	-62%	7.3µM*	-33%	-2%
O=C(NNC(=S)Nc1ccccc1C(F)(F)F)C1CC1	0%	-0.5%	11%	5%	-1%	-3%	-2	-6%	0%	0%	6%
COc1ccc(C2(C(=O)NCCCN(C)C)CCOCC2)cc1	-6%	-0.2%	1%	3%	-2%	-1%	-5	5%	4%	1%	1%
Cc1ccc(S(=O)(=O)NCCCCCC(=O)Nc2c(C)n(C)n(-c3ccccc3)c2=O)cc1	0%	-0.2%	2%	1%	2%	0%	1	-7%	-1%	6%	6%
COc1ccc(/C=N/N(C(C)=O)c2nc(-c3ccc(C)cc3)cs2)cc1	-3%	0.0%	11%	2%	-4%	0%	-11	-6%	0%	-5%	-4%
CCCCN(C)S(=O)(=O)c1ccc(C(=O)Nc2nnc(C3=COCCO3)o2)cc1	-3%	0.2%	-6%	3%	0%	3%	-2	-8%	-13%	-40%	2%
CN1CCN(C(=O)CCc2ccc(S(=O)(=O)NC3CCCCC3)cc2)CC1	-3%	0.0%	-1%	-3%	-3%	3%	-2	9%	-1%	3%	1%
COc1ccccc1NC(=O)c1cnc(SCC(=O)NCCc2ccccc2)n(C)c1=O	-1%	0.1%	-14%	10%	6%	0%	4	-12%	0%	-3%	15%

# High-throughput results deposited in PubChem by National Center for Advancing Translational Sciences (NCATS).

# Outcome played no part in choosing rows. About 2.6% of those tested had a hit in this group.
